Screening results (PubChem)
YAP1 CTGF inhibition – YAP1 pathway inhibitors via CTGF transcript, primary screen, DLD1 colon cancer cells, RT-qPCR, single point (AID 743449). DLD1 CTGF mRNA qPCR, 24 h; hits give high values. inhibition, % at 12.5 µM. hit rate 0.9% among 9,900;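 active = mean normalized replicate activity at least 50 and at least half of replicates each reaching 50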;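 also: 0% = neutral control wells and 100% = dasatinib control wells; higher means stronger suppression of CTGF expression like dasatinib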
Pax4 gene expression – activators of Pax4 gene expression, primary screen, RT-PCR, mouse alpha TC1 cells, single point (AID 1053180) | activation, % at 10 µM | hit rate 0.2% among 9,600 | mouse alpha TC1 cells, Pax4 mRNA qPCR, 6 days; hits give high values; 100% = Pax4 plasmid added at qPCR;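 active = highest normalized replicate activity of 15 or more, or at least half the replicates reach 15 or more; inactive = neither condition met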;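 also: pax4 Ct normalized to GAPDH with activation seen as lower delta delta Ct; plate controls were plate neutral control wells for no effect and Pax4 plasmid positive control for full effect; each compound tested in two replicate wells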
An asterisk follows results filed as active; . = not tested or not shown.

Molecule | YAP1 CTGF inhibition | Pax4 gene expression
C[C@H]1CN([C@@H](C)CO)C(=O)c2c(c3ccccc3n2C)-c2ccccc2CO[C@H]1CN(C)C(=O)NC1CCCCC1 | -16 | 0.0
Cc1noc(C)c1S(=O)(=O)N(C)C[C@H]1OCc2cn(nn2)CCCC(=O)N([C@H](C)CO)C[C@@H]1C | -31 | 0.0
COCC(=O)N1[C@H](CO)[C@H](c2ccc(-c3ccccc3OC)cc2)C12CN(C(C)=O)C2 | -1 | .
CCCNC(=O)c1cc2c(c(-c3cccc(-c4cc5ccccc5o4)c3)n1)[C@@H](CCO)N(C(=O)NC(C)C)C2 | -7 | 0.0
C[C@@H]1CN([C@@H](C)CO)C(=O)Cc2cc(N(C)C)ccc2O[C@H]1CN(C)C(=O)NC1CCCCC1 | 2 | 0.0
O=C(CN1CCOCC1)NC[C@@H]1N[C@@H](CO)[C@H]1c1ccc(-c2ccccc2)cc1 | -38 | 0.0
CC(=O)N1CC2(C1)[C@H](c1ccc(-c3cccc(C#N)c3)cc1)[C@H](CO)N2CCC(F)(F)F | 0 | .
CCNC(=O)[C@H]1[C@H](CO)[C@H]2Cn3c(cccc3=O)[C@@H]1N2C(=O)Nc1cc(F)ccc1F | 23 | 0.0
COc1cccc(NC(=O)Nc2ccc3c(c2)C(=O)N(C)C[C@H](OC)[C@H](C)CN(CC2CC2)[C@H](C)CO3)c1 | -24 | 0.0
CC(C)NC(=O)N1[C@@H](CO)[C@@H](c2ccccc2)C12CN(Cc1cc(F)cc(F)c1)C2 | 4 | .
O=C(C[C@@H]1CC[C@H]2[C@@H](COC[C@@H](O)CN2C(=O)Nc2cc(Cl)cc(Cl)c2)O1)N1CCOCC1 | 22 | 0.0
CN1C(=O)c2cc(NC(=O)c3ccc(F)c(F)c3)ccc2OC[C@@H]2O[C@@H](CC(=O)N3CCCCC3)CC[C@@H]21 | -8 | 0.0
Cc1noc(C)c1NC(=O)N[C@@H]1C=C[C@@H](CC(=O)Nc2ccc(-c3ccccc3)cc2)O[C@@H]1CO | -4 | 0.0
C[C@H]1CCCCO[C@@H](CN(C)Cc2ccc(C(=O)O)cc2)[C@@H](C)CN([C@@H](C)CO)C(=O)c2cc(N(C)C)ccc2O1 | -21 | 0.0
N#C[C@@H]1[C@H](c2ccccc2C2=CCCC2)[C@@H](CO)N1C(=O)C1CCOCC1 | 34 | 0.0
CCCNC(=O)C[C@H]1CC[C@@H]2[C@H](COc3ccc(NC(=O)CC)cc3C(=O)N2C)O1 | -51 | 0.0
O=C(Cc1ccccn1)N[C@H]1CC[C@H](CCNS(=O)(=O)c2cccc(F)c2)O[C@@H]1CO | -24 | 0.0
CCCNC(=O)[C@H]1[C@H](CO)[C@H]2Cn3c(ccc(C4=CCCC4)c3=O)[C@H]2N1C(=O)c1cnccn1 | -25 | 0.0
C/C=C/c1ccc([C@H]2[C@@H](CO)N3C(=O)CN(Cc4ccc(F)cc4)C[C@@H]23)cc1 | -1 | 87*
CCc1cnc(N2[C@H](C#N)[C@@H](c3ccc(C4=CCCCC4)cc3)[C@@H]2CO)s1 | 36 | 0.0
CCS(=O)(=O)Nc1ccc2c(c1)C(=O)N(C)[C@H]1CC[C@H](CC(=O)NCc3ccc(OC)cc3)O[C@H]1CO2 | -13 | 0.0
CO[C@H]1CN(C)C(=O)c2cc(NC(=O)Nc3c(C)noc3C)ccc2OC[C@@H](C)NC[C@H]1C | -13 | 0.0
COc1ccc(CN(C)C[C@@H]2OCc3cnnn3CCCC(=O)N([C@@H](C)CO)C[C@@H]2C)cc1 | -30 | 0.0
C[C@@H](NC(=O)C[C@@H]1CC[C@H]2[C@H](COc3ccc(NC(=O)C4CCOCC4)cc3C(=O)N2C)O1)c1ccccc1 | -85 | 0.0
CNC(=O)C[C@@H]1CC[C@@H]2[C@H](COC[C@@H](O)CN2Cc2ccccc2F)O1 | 8 | 0.0

Molecules above that contain sulfur (4):
Molecule | YAP1 CTGF inhibition | Pax4 gene expression
Cc1noc(C)c1S(=O)(=O)N(C)C[C@H]1OCc2cn(nn2)CCCC(=O)N([C@H](C)CO)C[C@@H]1C | -31 | 0.0
O=C(Cc1ccccn1)N[C@H]1CC[C@H](CCNS(=O)(=O)c2cccc(F)c2)O[C@@H]1CO | -24 | 0.0
CCc1cnc(N2[C@H](C#N)[C@@H](c3ccc(C4=CCCCC4)cc3)[C@@H]2CO)s1 | 36 | 0.0
CCS(=O)(=O)Nc1ccc2c(c1)C(=O)N(C)[C@H]1CC[C@H](CC(=O)NCc3ccc(OC)cc3)O[C@H]1CO2 | -13 | 0.0

Returning to the listing, starting two compounds before the break.
Molecule | YAP1 CTGF inhibition | Pax4 gene expression
C[C@@H](NC(=O)C[C@@H]1CC[C@H]2[C@H](COc3ccc(NC(=O)C4CCOCC4)cc3C(=O)N2C)O1)c1ccccc1 | -85 | 0.0
CNC(=O)C[C@@H]1CC[C@@H]2[C@H](COC[C@@H](O)CN2Cc2ccccc2F)O1 | 8 | 0.0
O=C(C[C@H]1C=C[C@@H](NC(=O)Cc2cccnc2)[C@@H](CO)O1)NCc1ccc2c(c1)OCO2 | 6 | 0.0
O=C(Nc1cccc(F)c1)N1C[C@H]2[C@@H](c3ccccc31)[C@@H](CO)N2C(=O)Cc1ccccn1 | 11 | 0.0
N#C[C@H]1[C@@H](c2ccc(-c3cccc(F)c3)cc2)[C@H](CO)N1C(=O)NC1CCCC1 | 12 | 0.0
CN(C)CC(=O)N1CC2(C1)[C@H](c1ccccc1)[C@H](CO)N2Cc1cc(F)ccc1F | 8 | .
C[C@@H]1CN([C@H](C)CO)C(=O)c2ccccc2-c2ccccc2CO[C@@H]1CN(C)C(=O)Nc1ccnc(N2CCOCC2)c1 | -1 | 0.0
C/C=C/c1ccc([C@@H]2[C@H](CO)N(S(=O)(=O)CC)C23CN(C(C)=O)C3)cc1 | -8 | .
C[C@@H](NC(=O)C[C@H]1C[C@@H]2c3cc(NS(=O)(=O)c4ccc(F)cc4)ccc3O[C@@H]2[C@H](CO)O1)c1ccccc1 | 8 | 0.0
COc1ccc2c3c(n(C)c2c1)[C@@H](CO)N(S(C)(=O)=O)CC31CCN(C(=O)C2CCCC2)CC1 | 4 | 0.0
CCC(=O)N1CC2(CN(Cc3ccc(F)cc3)C2)c2c(n(C)c3cc(OC)ccc23)[C@H]1CO | -2 | 0.5
C/C=C/c1ccc([C@@H]2[C@H]3CN(S(=O)(=O)c4ccc(OC)cc4)CCCCN3[C@H]2CO)cc1 | -21 | 0.0
CN(C)C(=O)c1ccc(-c2ccc([C@@H]3[C@@H](CO)N4C(=O)CN(C(=O)CC5CC5)C[C@H]34)cc2)cc1 | -2 | 0.0
C[C@H](CO)N1C[C@H](C)[C@@H](CN(C)Cc2ccccc2)OCc2cn(nn2)CCCC1=O | -29 | 0.0
CCC(=O)N1[C@H](CO)[C@H](c2ccc(-c3cccc(OC)c3)cc2)[C@@H]1CNC(C)=O | 23 | 0.0
CC(C)CC#Cc1ccc([C@H]2[C@H]3CN(C(=O)c4cccc(F)c4)CC(=O)N3[C@H]2CO)cc1 | 9 | 0.0
CO[C@H]1CN(C)C(=O)c2ccc(NS(=O)(=O)CC(F)(F)F)cc2OC[C@@H](C)N(C(=O)NC(C)C)C[C@@H]1C | -11 | 0.0
COC(=O)C[C@H]1CC[C@@H]2[C@H](COC[C@@H](O)CN2S(=O)(=O)c2ccccc2OC)O1 | 5 | 0.0
N#C[C@H]1[C@@H](c2ccc(-c3cccc(F)c3)cc2)[C@H](CO)N1C(=O)CN1CCOCC1 | 21 | 0.0
C/C=C/c1ccc([C@@H]2[C@@H](CO)N3C(=O)CN(Cc4ccc(F)cc4)C[C@H]23)cc1 | -16 | 0.0
N#C[C@H]1[C@@H](c2ccc(-c3cccc(F)c3)cc2)[C@H](CO)N1c1nc(-c2ccccc2)cs1 | -17 | 0.0
C[C@H]1CN([C@@H](C)CO)C(=O)c2cc(NC(=O)C3CCCCC3)ccc2O[C@@H]1CN(C)C(=O)Nc1ccc(C(F)(F)F)cc1 | 0 | 0.0
CS(=O)(=O)Nc1ccc2c(c1)[C@@H]1C[C@H](CC(=O)NCCc3ccccc3)O[C@@H](CO)[C@@H]1O2 | 12 | 0.0
COc1ccc(CNC(=O)C[C@@H]2CC[C@@H](NC(=O)CN(C)C)[C@H](CO)O2)cc1 | -12 | 0.0
COCCNC(=O)C[C@@H]1C[C@H]2c3cc(NC(=O)CN(C)C)ccc3O[C@H]2[C@@H](CO)O1 | -34 | 0.0
O=C(C[C@H]1C[C@H]2c3cc(NC(=O)C4CCC4)ccc3O[C@H]2[C@H](CO)O1)NC1CCCC1 | -11 | 0.0
COc1ccc(NC(=O)Nc2cccc3c2O[C@@H](CN(C)Cc2ccc(C(=O)O)cc2)[C@@H](C)CN([C@H](C)CO)C3=O)cc1 | -2 | 0.0
CCC(=O)N1CC[C@H]2[C@@H]1c1cc(-c3ccc(C#N)cc3)ccc1N(C)[C@H]2CO | . | 0.0
C[C@@H](NC(=O)C[C@H]1CC[C@@H]2[C@H](COC[C@@H](O)CN2C(=O)Nc2cccc(Cl)c2)O1)c1ccccc1 | 28 | 0.0
O=C(C[C@@H]1C[C@H]2c3cc(NC(=O)Nc4ccccc4)ccc3O[C@H]2[C@H](CO)O1)NCc1ccccc1 | -4 | 0.0
O=C(c1cnccn1)N1CC(=O)N2[C@H](C1)[C@H](c1ccc(-c3cccc(F)c3)cc1)[C@@H]2CO | 13 | 0.0
Cc1noc(C)c1C(=O)N(C)C[C@H]1OCc2ccccc2-c2ccccc2C(=O)N([C@H](C)CO)C[C@H]1C | 9 | 0.0
COc1ccccc1C#Cc1ccc([C@@H]2[C@@H](C#N)N(C(=O)C3CCC3)[C@@H]2CO)cc1 | 21 | 0.0
COc1ccccc1NC(=O)N1[C@H](CO)[C@H](c2ccccc2)[C@@H]1C#N | 10 | 0.0
CN1c2ccc(Br)cc2[C@H]2[C@H](CCN2C(=O)c2ccc(F)cc2)[C@H]1CO | -17 | 0.0
CN1CCN(C(=O)C[C@@H]2CC[C@H]3[C@@H](COC[C@H](O)CN3Cc3cccc(-c4ccncc4)c3)O2)CC1 | 0 | 0.0
O=C(C[C@H]1CC[C@H]2NC[C@@H](O)COC[C@@H]2O1)Nc1nccs1 | -51 | 0.0
C/C=C/c1ccc2c(c1)[C@H]1[C@H](CCN1S(=O)(=O)c1cn(C)cn1)[C@H](CO)N2 | -16 | 0.0
CC(C)(C)S(=O)N1Cc2cc(C(=O)NCc3ccc(Oc4ccccc4)cc3)nc(-c3cccc(-c4cccc(F)c4)c3)c2[C@@H]1CCO (some centres undefined) | 10 | 0.0
CN(C)CC(=O)N[C@H]1CC[C@@H](CCNC(=O)C2CCC2)O[C@@H]1CO | -27 | 0.0
CN1c2ccc(C3=CCCCC3)cc2[C@@H]2[C@@H](CCN2C(=O)Cc2ccccn2)[C@H]1CO | 12 | 0.0
CNC[C@H]1OCCCC[C@H](C)Oc2ccc(NS(=O)(=O)c3ccc(F)cc3)cc2C(=O)N([C@H](C)CO)C[C@@H]1C | 1 | 0.0
O=C(NCc1ccc2c(c1)OCO2)[C@H]1[C@H](CO)[C@H]2Cn3c(cccc3=O)[C@@H]1N2Cc1cncnc1 | 7 | 0.0
C[C@@H]1CCn2cc(nn2)COC[C@H](C)NC1=O | -7 | 0.0
O=C(c1cnccn1)N1CC(=O)N2[C@H](CO)[C@H](c3ccc(/C=C/c4ccccc4)cc3)[C@@H]2C1 | 29 | 0.0
CCCC#Cc1ccc([C@H]2[C@@H](C#N)N(C(=O)CN3CCOCC3)[C@@H]2CO)cc1 | 0 | 0.0
COc1ccccc1NC(=O)N1C[C@@H](C)[C@H](OC)CN(C)C(=O)c2ccc(NC(=O)c3cc(C)on3)cc2OC[C@H]1C | 4 | 0.0
COCC(=O)N1CCC2(CC1)CN(S(C)(=O)=O)[C@H](CO)c1[nH]c3cc(OC)ccc3c12 | -3 | 0.0
O=C(CC1CC1)N1CC(=O)N2[C@H](C1)[C@H](c1ccc(C#Cc3cccc(F)c3)cc1)[C@@H]2CO | 24 | 0.0
O=C(Cc1ccccn1)N1[C@H](CO)[C@H]2c3ccccc3NC[C@H]21 | -11 | 0.0
C[C@@H]1CCCCO[C@H](CN(C)C(=O)C2CCCCC2)[C@H](C)CN([C@@H](C)CO)C(=O)c2cc(NS(=O)(=O)c3ccccc3)ccc2O1 | -4 | 0.0
O=C(C[C@@H]1CC[C@H]2[C@@H](COC[C@H](O)CN2S(=O)(=O)c2ccccc2)O1)NCC1CCCCC1 | 6 | 0.0

(further entries)
Molecule | YAP1 CTGF inhibition | Pax4 gene expression
O=C(NCc1cc(F)cc(F)c1)[C@@H]1[C@@H](CO)[C@@H]2Cn3c(cccc3=O)[C@H]1N2C(=O)c1cnccn1 | -30 | 0.0
C/C=C/c1ccc(C2[C@H]3CNC[C@@H]2N3Cc2cccc(C(F)(F)F)c2)cc1 (some centres undefined) | -12 | 0.0
O=C(C[C@H]1CC[C@H]2[C@@H](COC[C@H](O)CN2S(=O)(=O)c2cccc(Cl)c2)O1)N1CCOCC1 | -19 | 0.0
COc1cccc(-c2ccc3c(c2)[C@@H]2[C@@H](CCN2C(=O)c2ccccc2F)[C@@H](CO)N3C)c1 | -13 | 0.0
C/C=C/c1ccc(C2[C@H]3CNC[C@@H]2N3S(=O)(=O)Cc2ccccc2)cc1 (some centres undefined) | 0 | 0.0
CCC(=O)N1C[C@H](C)[C@@H](OC)CN(C)C(=O)c2cc(NC(=O)Nc3ccc(Cl)cc3)ccc2OC[C@@H]1C | 60* | 0.0
C[C@@H]1CN([C@H](C)CO)C(=O)c2cc(NC(=O)Nc3ccc(C(F)(F)F)cc3)ccc2O[C@@H](C)CCCCO[C@@H]1CN(C)S(=O)(=O)c1ccc(Cl)cc1 | 12 | 0.0

An excerpt; count on the stated rates, not on these rows.
